Assay outcomes: PubChem BioAssay, several laboratories
C8 TRAIL sens – caspase-8 TRAIL sensitization; NB7+C8 cells + TRAIL, ATPlite viability luminescence; inhibition (viability loss, TRAIL sensitization), % at 10 µM; 1% of 360,000 active;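 active means compounds causing at least 50% loss of cell viability in the single-dose screen, relative to plate controls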
TRPM1 prom inh – reduces MITF-dependent TRPM1 promoter luciferase signal; SK-MEL-5 TRPM1 promoter luciferase, 24 h; inhibition, % at 12.5 µM; 0.83% of 330,000 active;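 active means mean inhibition across replicates of 60% or more, whatever share of single replicates reaches that level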; further: values of inactives mirror those of a sister screen read the other way
Shn3 3UTR inh – inhibitors of Schnurri-3 3'UTR reporter in osteoblasts. Clone20 osteoblast Shn3 3'UTR firefly luciferase, 24 h. inhibition, % at 12.5 µM. 0.52% of 360,000 active;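 active means mean inhibition of at least 75% with every replicate also reaching 75%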;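 further: 0% = median of neutral control wells and 100% = pilot-screen positive control compound; some compounds past the cut are filed as inactive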
KKLEB cytotox – counter-screen for CF NF-kB inhibitors: cytotoxicity; KKLEB CF airway cells viability, ATPlite luminescence, overnight; hits give low values; cells stimulated with P. aeruginosa culture filtrate; 0.36% of 360,000 active; activity change (cytotoxicity), % at 5 µM;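 active means corrected activity change at or below -50% at 5 µM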
CF NFkB block – inhibitors of cystic fibrosis induced NF-kB; KKLEB NF-kB-GFP reporter, PAF-induced, GFP fluorescence overnight; 0.86% of 360,000 active; inhibition, % at 5 µM;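 active means at least 50% inhibition at 5 µM, scaled per plate between neutral and stimulator controls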;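 further: PAF is a Pseudomonas aeruginosa culture filtrate used as stimulus; plate controls were PAF-stimulated DMSO wells for no effect and unstimulated DMSO wells for full effect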
iPSC survival up – increases survival of single human iPS cells; 0.044% of 360,000 active; survival enhancement, % at 20 µM; hiPSC single-cell survival, ATPlite luminescence; 100% = ROCK inhibitor wells, 0% = DMSO; in the data active means survival enhancement above about 18%;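 further: cells exposed to compounds for 16 hours before the ATP read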
HIF-2a block – blocks HIF-2a reporter activity | 786-0 RCC cells HIF-2a reporter, luciferase luminescence, overnight | inhibition, % at 18.8 µM | 0.72% of 360,000 active;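 active means inhibition of the luminescence signal of 40% or more relative to plate controls, in a single-dose primary screen at 18.75 µM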
NR2E3 ag-1 – NR2E3 (human) agonism; GST-NR2E3/biotin-RetCOR TR-FRET, 1536-well; inhibition of corepressor binding, % at 4.78 µM; 0.12% of 320,000 active; AID 2300;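 active means percent inhibition above the cutoff of mean plus 3 SD of all tested compounds, set per screening campaign, cut at about 20% in these data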;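 further: 0% = DMSO wells and 100% = biotin wells as full block of FRET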
Target sequence (Q9Y5X4 whole entry, looked up): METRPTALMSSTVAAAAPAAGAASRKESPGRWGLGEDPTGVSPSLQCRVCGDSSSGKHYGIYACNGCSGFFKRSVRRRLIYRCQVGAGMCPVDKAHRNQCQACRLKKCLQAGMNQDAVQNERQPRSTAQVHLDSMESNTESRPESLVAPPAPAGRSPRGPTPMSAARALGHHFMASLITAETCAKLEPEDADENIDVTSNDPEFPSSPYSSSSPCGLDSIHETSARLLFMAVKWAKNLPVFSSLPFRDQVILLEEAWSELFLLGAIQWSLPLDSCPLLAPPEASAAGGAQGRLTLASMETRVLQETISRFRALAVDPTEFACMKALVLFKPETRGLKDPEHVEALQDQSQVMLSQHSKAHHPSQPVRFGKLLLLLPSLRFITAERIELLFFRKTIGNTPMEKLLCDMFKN
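Material – GST-tagged NR2E3 plus biotinylated RetCOR corepressor · Quantity – NR2E3 fusion 1.35 nM · Times – 5 h incubation at 4 °C · Medium – pH 7.5 Tris-based buffer · Technique – TR-FRET, Eu(K)-anti-GST donor, streptavidin-D2 acceptor, ex 340, em 617/671 nm · Benchmarks – high control biotin, low control 0.6% DMSO · Format – 1536-well plates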
NR2E3 ag-2 – activates human NR2E3 receptor. Q9Y5X4. CHO-S Gal4-NCOR/VP16-NR2E3 two-hybrid, luciferase. inhibition of corepressor binding, % at 3.98 µM. 0.35% of 360,000 active. AID 602229;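 active means inhibition above the mean of all tested compounds plus 3 SD, cut at about 70% in these data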;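 further: 0% = DMSO with NR2E3 transfected cells and 100% = cells lacking NR2E3 construct; higher means lower luciferase signal from less NR2E3 corepressor binding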
LMP1 NFkB inh – Epstein-Barr LMP1 NF-kappaB reporter inhibition. LMP1-induced NF-kappaB luciferase reporter cells, luminescence. inhibition, % at 12.5 µM. 0.69% of 350,000 active. AID 504558; in the data active means inhibition above about 41%;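 further: 0% = neutral control wells and 100% = reference inhibitor control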
Peg3 promoter – inhibitors of Peg3 promoter | HeLa PEG-Prom luciferase reporter, luminescence, overnight | inhibition, % at 20 µM | 1.7% of 360,000 active | AID 588405;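 active means inhibition of at least 50% at 20 µM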
The depositor's hits bear a star; nt = no result given.

#1 Cc1ccc(NS(=O)(=O)N2CCCCC2)cc1
#2 CC(C)NC(=O)/C(=C/c1ccco1)c1ccccc1
#3 CNC(=O)Nc1cccc2cccnc12
#4 COc1ccc(CN(C)Cc2nc(Cc3ccccc3Cl)no2)cc1OC
#5 Cc1noc(C)c1NC(=O)N(C)C[C@@H]1Oc2cc(Br)ccc2S(=O)(=O)N([C@H](C)CO)C[C@@H]1C

Compound	1	2	3	4	5
C8 TRAIL sens	-8	-4	10	7	-8
TRPM1 prom inh	3	-8	3	14	nt
Shn3 3UTR inh	-1	-1	16	30	-25
KKLEB cytotox	5	-3	6	-12	4
CF NFkB block	-19	-6	-7	24	-11
iPSC survival up	0.7	-0.7	-0.7	-0.8	-0.1
HIF-2a block	-4	12	2	21	14
NR2E3 ag-1	nt	1	3	3	nt
NR2E3 ag-2	3	20	-6	16	14
LMP1 NFkB inh	1	4	-1	9	7
Peg3 promoter	11	7	10	11	-16

#6 CCn1c(C)nc2cc(C(=O)NNS(=O)(=O)c3ccc(C)c(C)c3)ccc21
#7 C1=CC2CCC1ON2c1ccccc1 (configuration not stated)
#8 CCCCC1(CC(=O)OCC)SCCN1C(N)=O (configuration not stated)
#9 NC(Cc1ccccc1)c1csc(Nc2ccc(C(=O)c3ccccc3)cc2)n1 (configuration not stated)
#10 O=S1(=O)C[C@H](N2CCC[C@@H]2CO)[C@@H](COCc2ccccc2)N1

Compound	6	7	8	9	10
C8 TRAIL sens	-5	-3	-17	33	5
TRPM1 prom inh	13	2	nt	nt	nt
Shn3 3UTR inh	3	-16	7	64	6
KKLEB cytotox	3	5	0	-19	2
CF NFkB block	14	2	19	8	-16
iPSC survival up	2.6	-1.3	0.9	-3.0	0.9
HIF-2a block	20	6	17	4	5
NR2E3 ag-1	-3	0	nt	nt	nt
NR2E3 ag-2	5	10	-14	-10	-2
LMP1 NFkB inh	1	-13	7	nt	nt
Peg3 promoter	16	0	5	66*	-15

#11 O=C(CCOc1ccccc1)N1CCN(S(=O)(=O)c2ccccc2F)CC1
#12 COC(=O)CSc1nnc(-c2ccccc2OC)n1-c1ccc(C)cc1
#13 CCOC(=O)C(Cc1cc(C(C)=O)ccc1OC(C)C)C(=O)OCC
#14 CCCN1C(=O)COc2ccc(-c3n[nH]c(=O)c4ccccc34)cc21
#15 O=C(COC(=O)C1=COCCO1)Nc1ccc(F)c(F)c1

Compound	11	12	13	14	15
C8 TRAIL sens	-6	-3	5	-2	-4
TRPM1 prom inh	-6	12	9	-4	1
Shn3 3UTR inh	-1	-10	-10	16	-30
KKLEB cytotox	-1	9	7	-16	8
CF NFkB block	2	-3	-13	33	-2
iPSC survival up	-0.2	-0.2	1.3	-0.4	0.8
HIF-2a block	2	22	7	4	-7
NR2E3 ag-1	2	1	3	-1	1
NR2E3 ag-2	-21	-1	-5	-64	25
LMP1 NFkB inh	0	1	2	24	-2
Peg3 promoter	10	9	16	-22	-24

#16 Cc1ccc(S(=O)(=O)NCCC(=O)Nc2ccc(C)c(Cl)c2)cc1C
#17 COc1cc(S(=O)(=O)NCc2ccncc2)c(OC)cc1Br
#18 NC(=S)c1cc2cc(Br)ccc2oc1=O
#19 CSc1ccc(Cl)c(C(=O)NCCCn2ccnc2)c1
#20 O=C(C1=C(O)C(=O)N(CCN2CCOCC2)C1c1cccc(Br)c1)c1cccs1 (configuration not stated)

Compound	16	17	18	19	20
C8 TRAIL sens	26	-5	0	5	-10
TRPM1 prom inh	-1	10	1	6	9
Shn3 3UTR inh	6	2	11	-5	4
KKLEB cytotox	-4	-2	-4	0	8
CF NFkB block	16	6	0	15	0
iPSC survival up	-0.6	-0.4	-1.7	-0.5	-1.0
HIF-2a block	13	16	15	13	-1
NR2E3 ag-1	-2	2	0	1	2
NR2E3 ag-2	-29	-15	-18	-2	-9
LMP1 NFkB inh	-3	7	-7	2	4
Peg3 promoter	21	0	10	11	8

#21 CCC1(CC)C(=O)N(C)C(=O)NC1=Nc1ccc(OC)cc1
#22 CC(C)OCCCNC(=O)C1CCC(CNS(=O)(=O)c2ccccc2)CC1 (configuration not stated)
#23 Cc1ccc(/C=N/n2cnc3sc(-c4ccccc4)cc3c2=O)o1
#24 CCOc1ccc(OCc2ccc(C(=O)Nc3ccc(Cl)cn3)o2)cc1
#25 Cc1ccc(S(=O)(=O)Nc2ccccc2F)cc1C(=O)N1CCN(c2ccccc2O)CC1

Compound	21	22	23	24	25
C8 TRAIL sens	6	-7	0	-19	-9
TRPM1 prom inh	-2	-7	4	-13	-3
Shn3 3UTR inh	-13	5	-40	17	0
KKLEB cytotox	3	8	6	8	-4
CF NFkB block	9	1	5	8	-2
iPSC survival up	1.0	-2.1	-1.6	5.3	0.3
HIF-2a block	11	3	-43	-114	0
NR2E3 ag-1	0	-1	-1	2	2
NR2E3 ag-2	-18	14	-30	-174	11
LMP1 NFkB inh	5	67*	5	-6	-3
Peg3 promoter	5	12	-40	-74	0

#26 O=C(O)c1cccc(S(=O)(=O)NCc2cccs2)c1
#27 Cn1c(CCN2CCCCC2)nc2cc(NC(=O)COc3ccc(Cl)cc3)ccc21
#28 CCC1Oc2ccc(C)cc2N(CC(=O)NCCN2CCOCC2)C1=O (configuration not stated)
#29 Nn1c(SCC(=O)Nc2cc(S(=O)(=O)N3CCOCC3)ccc2Cl)nnc1-c1cccnc1
#30 CCOC(=O)CCNC(=O)N1CCC(CCOc2ccccc2)(C(=O)OCC)CC1

Compound	26	27	28	29	30
C8 TRAIL sens	9	4	-8	-2	-1
TRPM1 prom inh	-6	-25	15	12	5
Shn3 3UTR inh	nt	-20	-1	-3	2
KKLEB cytotox	2	-11	-1	3	14
CF NFkB block	-13	-5	-8	14	-3
iPSC survival up	-2.3	-0.5	0.2	0.3	-0.4
HIF-2a block	17	2	11	6	16
NR2E3 ag-1	1	0	2	0	6
NR2E3 ag-2	-5	-10	-19	-16	-20
LMP1 NFkB inh	4	29	-3	-5	-3
Peg3 promoter	6	20	11	20	14

Shown as tab-separated lines: four of the compounds above.
entry	structure	C8 TRAIL sens	TRPM1 prom inh	Shn3 3UTR inh	KKLEB cytotox	CF NFkB block	iPSC survival up	HIF-2a block	NR2E3 ag-1	NR2E3 ag-2	LMP1 NFkB inh	Peg3 promoter
26	O=C(O)c1cccc(S(=O)(=O)NCc2cccs2)c1	9	-6	nt	2	-13	-2.3	17	1	-5	4	6
27	Cn1c(CCN2CCCCC2)nc2cc(NC(=O)COc3ccc(Cl)cc3)ccc21	4	-25	-20	-11	-5	-0.5	2	0	-10	29	20
28	CCC1Oc2ccc(C)cc2N(CC(=O)NCCN2CCOCC2)C1=O (configuration not stated)	-8	15	-1	-1	-8	0.2	11	2	-19	-3	11
29	Nn1c(SCC(=O)Nc2cc(S(=O)(=O)N3CCOCC3)ccc2Cl)nnc1-c1cccnc1	-2	12	-3	3	14	0.3	6	0	-16	-5	20

The list continues.
#31 CC(C)c1csc(CN2CCCC(CNC(=O)c3cccc4ccccc34)C2)n1 (configuration not stated)
#32 COc1ccccc1OCc1nnc(SCC(=O)N2CCCC2)o1
#33 CC1(C)CC(=O)C(C(c2ccco2)C2C(=O)CC(C)(C)CC2=O)C(=O)C1
#34 CN(Cc1ccccc1)C(=O)c1cccc(NC(=O)Cc2ccc(NC(=O)C3CCCN(C(=O)C4CC4)C3)cc2)c1 (configuration not stated)
#35 N=c1c2c(ncn1CCN1CCOCC1)Oc1ccc3ccccc3c1C2c1ccccc1 (configuration not stated)

Compound	31	32	33	34	35
C8 TRAIL sens	-1	-37	5	1	16
TRPM1 prom inh	11	-1	2	-1	50
Shn3 3UTR inh	-9	1	17	4	20
KKLEB cytotox	-28	-6	-16	5	-21
CF NFkB block	8	-5	-34	-7	9
iPSC survival up	-0.4	-0.5	5.6	0.1	-1.7
HIF-2a block	4	5	13	-4	30
NR2E3 ag-1	6	3	-2	nt	-2
NR2E3 ag-2	26	-22	-13	-8	-4
LMP1 NFkB inh	-6	-10	3	-18	-11
Peg3 promoter	11	7	14	-12	47

#36 O=C(NCCCN1CCOCC1)c1ccc2c(=O)n(-c3ccc(F)c(Cl)c3)c(=S)[nH]c2c1
#37 O=C(CN(c1ccccc1)S(=O)(=O)c1ccccc1)N1CCN(Cc2ccc3c(c2)OCO3)CC1
#38 CC(C)Cc1nnc(N)s1
#39 COC(=O)Nc1nn(-c2ccc(C)cc2)c(=O)c(C#N)c1C
#40 OCC1(CO)COC(/C=C/c2ccccc2)=N1

Compound	36	37	38	39	40
C8 TRAIL sens	-13	-8	6	2	-8
TRPM1 prom inh	3	0	8	-16	-1
Shn3 3UTR inh	9	13	-8	13	-9
KKLEB cytotox	-1	0	-6	-4	1
CF NFkB block	8	-12	-9	-3	-10
iPSC survival up	-0.5	4.7	1.2	0.0	-0.1
HIF-2a block	4	20	13	5	15
NR2E3 ag-1	-1	2	nt	-1	0
NR2E3 ag-2	6	13	2	17	-44
LMP1 NFkB inh	-5	5	-4	-2	-21
Peg3 promoter	2	-4	15	8	-9

#41 COC(=O)c1ccc(NC(=O)CSc2nnc(CNc3ccc(OC)cc3)n2C)cc1
#42 COCCn1c(Cc2ccccc2)nnc1SCC(=O)N1CCCC1=O
#43 O=C(NCC1COc2ccccc2O1)C1CCCN(S(=O)(=O)c2cnc[nH]2)C1 (configuration not stated)
#44 CCn1c(SCc2cc(=O)[nH]c3ccccc23)nnc1C1CC1
#45 CC(=O)Nc1nc2c(s1)C(=O)NCCC2
#46 CN(C(=O)c1ccc(NC(=O)Cc2cccc(NC(=O)C3CCN(C(=O)c4ccccc4)CC3)c2)cc1)C1CCCC1
#47 Oc1ccc2nc(Cc3ccccc3)[nH]c2c1
#48 CCOC(=O)C1C(=O)NCC2CCCC21 (configuration not stated)

Compound	41	42	43	44	45	46	47	48
C8 TRAIL sens	1	-9	-7	-2	-3	7	2	7
TRPM1 prom inh	0	2	5	9	3	4	-21	-11
Shn3 3UTR inh	-8	4	-17	-3	12	-20	-22	-4
KKLEB cytotox	4	6	-2	2	1	3	-2	-2
CF NFkB block	1	1	4	-3	26	16	0	-2
iPSC survival up	-1.7	-0.5	-2.5	-2.1	-1.7	0.3	2.4	-2.8
HIF-2a block	-12	6	2	18	6	-15	-11	13
NR2E3 ag-1	-2	3	0	-1	-1	3	1	6
NR2E3 ag-2	-13	14	26	-18	-3	-23	-39	6
LMP1 NFkB inh	0	-4	-1	-1	-6	-3	7	4
Peg3 promoter	-45	-7	0	12	3	-5	-27	6

The list is partial. The share of hits here may be higher or lower than overall.
